NSD2 inh: blocks human NSD2 histone methyltransferase activity; O96028; NSD2-SET H3K36me1 DELFIA fluorescence, biochemical; inhibition, % at 12.5 µM; hit rate 0.07% among 44,000; AID 624260; in the data active = inhibition above about 54%, passing the limit was not always enough;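 also: inhibitors reduce the monomethyl H3K36 fluorescence signal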
Target sequence (O96028 whole entry, looked up): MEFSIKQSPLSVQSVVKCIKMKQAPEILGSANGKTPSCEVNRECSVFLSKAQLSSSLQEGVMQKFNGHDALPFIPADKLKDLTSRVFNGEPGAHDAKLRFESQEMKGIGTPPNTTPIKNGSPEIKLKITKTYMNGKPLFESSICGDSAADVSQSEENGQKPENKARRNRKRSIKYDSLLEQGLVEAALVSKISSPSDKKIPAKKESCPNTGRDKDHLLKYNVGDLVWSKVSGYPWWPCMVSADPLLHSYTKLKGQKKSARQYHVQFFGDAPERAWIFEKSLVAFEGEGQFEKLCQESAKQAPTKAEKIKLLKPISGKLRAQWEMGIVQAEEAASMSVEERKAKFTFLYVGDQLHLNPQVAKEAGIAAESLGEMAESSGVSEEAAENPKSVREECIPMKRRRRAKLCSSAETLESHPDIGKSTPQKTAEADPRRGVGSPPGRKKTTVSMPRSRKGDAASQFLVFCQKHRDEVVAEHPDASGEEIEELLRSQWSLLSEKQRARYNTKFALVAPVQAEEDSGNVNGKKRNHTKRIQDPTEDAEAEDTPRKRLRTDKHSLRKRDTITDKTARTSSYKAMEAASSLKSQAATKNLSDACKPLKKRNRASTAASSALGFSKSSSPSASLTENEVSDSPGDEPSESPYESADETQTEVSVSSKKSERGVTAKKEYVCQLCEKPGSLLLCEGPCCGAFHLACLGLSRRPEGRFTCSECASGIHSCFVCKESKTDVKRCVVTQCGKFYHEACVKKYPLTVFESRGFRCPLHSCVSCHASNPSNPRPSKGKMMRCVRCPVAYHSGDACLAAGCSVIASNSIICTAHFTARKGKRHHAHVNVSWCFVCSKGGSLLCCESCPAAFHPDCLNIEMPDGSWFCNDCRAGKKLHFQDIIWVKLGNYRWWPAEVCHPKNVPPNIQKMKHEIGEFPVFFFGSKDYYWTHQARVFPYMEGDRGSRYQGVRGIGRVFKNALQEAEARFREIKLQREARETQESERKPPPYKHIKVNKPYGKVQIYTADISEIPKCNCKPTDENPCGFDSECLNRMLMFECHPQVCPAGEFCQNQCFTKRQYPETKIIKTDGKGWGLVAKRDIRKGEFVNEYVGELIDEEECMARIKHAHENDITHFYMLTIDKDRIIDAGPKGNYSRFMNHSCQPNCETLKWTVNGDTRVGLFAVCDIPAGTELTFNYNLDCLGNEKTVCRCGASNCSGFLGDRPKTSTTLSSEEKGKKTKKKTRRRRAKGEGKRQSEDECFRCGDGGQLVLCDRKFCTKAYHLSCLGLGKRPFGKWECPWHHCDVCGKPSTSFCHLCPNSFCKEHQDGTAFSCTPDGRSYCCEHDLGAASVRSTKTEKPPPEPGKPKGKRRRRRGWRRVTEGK
Active calls of the source: *. A portion of the library. The share of hits here may be higher or lower than overall.

SMILES | NSD2 inh
CCCC#Cc1cnc2c(c1)C(=O)N([C@@H](C)CO)C[C@H](C)[C@H](CN(C)Cc1ccc3c(c1)OCO3)O2 | 3
C[C@@H]1CN([C@H](C)CO)C(=O)CCCn2nncc2CO[C@@H]1CN(C)S(=O)(=O)c1ccccc1C#N | 0
CCCC#Cc1ccc2c(c1)O[C@@H](CN(C)C(=O)C1CC1)[C@H](C)CN([C@@H](C)CO)S2(=O)=O | -2
COc1ccc(NC(=O)Nc2ccc3c(c2)CC(=O)N([C@@H](C)CO)C[C@H](C)[C@@H](CN(C)C(=O)NC(C)C)O3)cc1 | 1
Cc1ccc(S(=O)(=O)N(C)C[C@H]2Oc3ncc(C#CCC(C)C)cc3C(=O)N([C@@H](C)CO)C[C@@H]2C)cc1 | 1
CN(C)c1ccc2c(c1)[C@H]1C[C@H](CC(=O)NCc3ccc4c(c3)OCO4)O[C@H](CO)[C@H]1O2 | -3
C[C@@H]1CN([C@H](C)CO)C(=O)c2cc(NC(=O)Nc3ccc(F)cc3)ccc2O[C@@H]1CN(C)C(=O)Nc1ccc(F)cc1 | -1
C[C@@H]1CN([C@@H](C)CO)C(=O)Cc2cc(NC(=O)CCN3CCOCC3)ccc2O[C@@H]1CN(C)Cc1ccc(C(=O)Nc2ccccc2N)cc1 | -2
CCCC#Cc1cnc2c(c1)C(=O)N([C@H](C)CO)C[C@H](C)[C@H](CN(C)C(=O)Cc1cccnc1)O2 | 2
C[C@@H]1CN([C@@H](C)CO)C(=O)CCCn2nncc2CO[C@H]1CN(C)Cc1ccc(O)cc1 | 2
CNC[C@@H]1Oc2ccc(NC(=O)Nc3ccc(C(F)(F)F)cc3)cc2CC(=O)N([C@@H](C)CO)C[C@@H]1C | 12
C[C@H](CO)N1C[C@H](C)[C@H](CN(C)C(=O)NC2CCCCC2)OCc2ccccc2-c2c(n(C)c3ccccc23)C1=O | 4
C[C@@H]1CN([C@@H](C)CO)C(=O)c2cc(NC(=O)c3ccncc3)ccc2O[C@@H](C)CCCCO[C@@H]1CN(C)C(=O)c1ccncc1 | 3
CCC(=O)N(C)C[C@@H]1Oc2cc(Br)ccc2S(=O)(=O)N([C@@H](C)CO)C[C@H]1C | 1
C[C@H](CO)N1C[C@H](C)[C@H](CN(C)C)Oc2ncc(-c3cccc(C(F)(F)F)c3)cc2C1=O | 3
C[C@@H]1CN([C@H](C)CO)S(=O)(=O)c2ccc(C3=CCCC3)cc2O[C@@H]1CN(C)Cc1cccnc1 | 2
COCCNC(=O)C[C@@H]1C[C@@H]2c3cc(NS(C)(=O)=O)ccc3O[C@@H]2[C@@H](CO)O1 | -1
C/C=C/c1cnc2c(c1)C(=O)N([C@@H](C)CO)C[C@H](C)[C@H](CN(C)C(=O)c1ccc3c(c1)OCO3)O2 | 2
COc1ccc(-c2cnc3c(c2)C(=O)N([C@H](C)CO)C[C@H](C)[C@@H](CN(C)C(=O)C2CCOCC2)O3)cc1 | 0
O=C(C[C@H]1C[C@@H]2c3cc(NC(=O)C4CCOCC4)ccc3O[C@@H]2[C@@H](CO)O1)NCc1cccc(F)c1 | 9
C[C@@H]1CCCCO[C@@H](CN(C)Cc2ccccc2)[C@@H](C)CN([C@@H](C)CO)C(=O)c2cc(NC(=O)Nc3cccc4ccccc34)ccc2O1 | 7
C[C@H](CO)N1C[C@H](C)[C@H](CN(C)S(C)(=O)=O)Oc2cc(-c3ccccc3F)ccc2S1(=O)=O | 6
CC(C)NC(=O)Nc1cccc2c1O[C@H](CN(C)S(=O)(=O)c1ccc(Cl)cc1)[C@@H](C)CN([C@H](C)CO)C2=O | -5
C[C@H]1CN([C@@H](C)CO)C(=O)c2cc(C#CC3(O)CCCC3)cnc2O[C@@H]1CN(C)C(=O)C1CCCCC1 | -2
COc1cccc(NC(=O)N[C@@H]2CC[C@H](CC(=O)Nc3ccc(-c4ccccc4)cc3)O[C@@H]2CO)c1 | 8
C[C@H]1CN([C@@H](C)CO)C(=O)Cc2cc(NS(=O)(=O)c3ccc(F)cc3)ccc2O[C@@H]1CN(C)Cc1ccc2c(c1)OCO2 | 10
C[C@@H]1CN([C@@H](C)CO)C(=O)Cc2cc(N(C)C)ccc2O[C@@H]1CN(C)Cc1ccc2c(c1)OCO2 | 2
CC(C)CC#Cc1cnc2c(c1)C(=O)N([C@H](C)CO)C[C@H](C)[C@H](CN(C)C(=O)C1CCOCC1)O2 | 4
COc1ccc(S(=O)(=O)N(C)C[C@H]2Oc3ccc(NS(=O)(=O)c4ccc(C)cc4)cc3C(=O)N([C@H](C)CO)C[C@H]2C)cc1 | -5
C[C@@H]1CCCCO[C@@H](CN(C)Cc2ccc(Cl)c(Cl)c2)[C@@H](C)CN([C@H](C)CO)C(=O)c2cc(NC(=O)Nc3ccc4c(c3)OCO4)ccc2O1 | -1
C/C=C/c1cnc2c(c1)C(=O)N([C@@H](C)CO)C[C@H](C)[C@H](CN(C)C(=O)Cc1ccccc1)O2 | 7
CNC[C@@H]1OCCCC[C@@H](C)Oc2ccc(NC(=O)Nc3ccc(C(F)(F)F)cc3)cc2C(=O)N([C@@H](C)CO)C[C@@H]1C | -2
C[C@@H]1CCCCO[C@@H](CN(C)S(=O)(=O)c2ccc(F)cc2)[C@H](C)CN([C@@H](C)CO)C(=O)c2cc(NC(=O)CCC(F)(F)F)ccc2O1 | 2
COCC(=O)N(C)C[C@@H]1Oc2ncc(-c3ccccc3OC)cc2C(=O)N([C@H](C)CO)C[C@H]1C | 5
O=C1O[C@H](c2ccccc2)[C@H](c2ccccc2)N2[C@H]1[C@@H](C(=O)NC[C@H](O)c1ccccc1)[C@]1(C(=O)Nc3ccccc31)[C@H]2c1ccc(OCCO)cc1 | -1
C[C@@H]1CN([C@@H](C)CO)C(=O)c2cc(NC(=O)NC3CCCCC3)ccc2O[C@H]1CN(C)Cc1ccccc1 | 2
C[C@@H]1CN([C@@H](C)CO)C(=O)c2cc(N(C)C)ccc2O[C@H]1CN(C)CC1CCCCC1 | -1
C[C@H](CO)N1C[C@H](C)[C@@H](CN(C)Cc2ccc(Cl)c(Cl)c2)OCCCC[C@H](C)Oc2ccc(NC(=O)C3CCCCC3)cc2C1=O | -1
C[C@H]1CN([C@@H](C)CO)S(=O)(=O)c2ccc(-c3ccccc3)cc2O[C@@H]1CN(C)S(=O)(=O)c1ccccc1F | 6
CCC(=O)N[C@@H]1C=C[C@H](CC(=O)NCc2ccccc2OC)O[C@@H]1CO | 7
COCCOC(=O)N1C(=O)[C@@]2(c3cc(C#Cc4ccc(OC)cc4)ccc31)[C@H](C(=O)NC[C@H](O)c1ccccc1)[C@H]1C(=O)O[C@H](c3ccccc3)[C@H](c3ccccc3)N1[C@@H]2c1ccc(O)cc1 | -9
C[C@@H]1CN([C@H](C)CO)C(=O)Cc2cc(NC(=O)Nc3ccccc3)ccc2O[C@H]1CN(C)Cc1ccc(Cl)c(Cl)c1 | -6
O=C(C[C@@H]1C[C@H]2c3cc(NC(=O)Nc4ccccc4)ccc3O[C@H]2[C@H](CO)O1)NCCN1CCCCC1 | -4
C[C@@H]1CN([C@H](C)CO)C(=O)c2cccc(NC(=O)CCCCCC(=O)Nc3ccccc3N)c2O[C@@H]1CN(C)C(=O)Nc1ccc(C(F)(F)F)cc1 | -8
C[C@H]1CN([C@@H](C)CO)C(=O)Cc2cc(NC(=O)C3CC3)ccc2O[C@@H]1CN(C)Cc1ccc(Oc2ccccc2)cc1 | -11

A section of the results above, as a working copy:
SMILES | NSD2 inh
C[C@H]1CN([C@@H](C)CO)S(=O)(=O)c2ccc(-c3ccccc3)cc2O[C@@H]1CN(C)S(=O)(=O)c1ccccc1F | 6
CCC(=O)N[C@@H]1C=C[C@H](CC(=O)NCc2ccccc2OC)O[C@@H]1CO | 7
COCCOC(=O)N1C(=O)[C@@]2(c3cc(C#Cc4ccc(OC)cc4)ccc31)[C@H](C(=O)NC[C@H](O)c1ccccc1)[C@H]1C(=O)O[C@H](c3ccccc3)[C@H](c3ccccc3)N1[C@@H]2c1ccc(O)cc1 | -9
C[C@@H]1CN([C@H](C)CO)C(=O)Cc2cc(NC(=O)Nc3ccccc3)ccc2O[C@H]1CN(C)Cc1ccc(Cl)c(Cl)c1 | -6
O=C(C[C@@H]1C[C@H]2c3cc(NC(=O)Nc4ccccc4)ccc3O[C@H]2[C@H](CO)O1)NCCN1CCCCC1 | -4
C[C@@H]1CN([C@H](C)CO)C(=O)c2cccc(NC(=O)CCCCCC(=O)Nc3ccccc3N)c2O[C@@H]1CN(C)C(=O)Nc1ccc(C(F)(F)F)cc1 | -8
C[C@H]1CN([C@@H](C)CO)C(=O)Cc2cc(NC(=O)C3CC3)ccc2O[C@@H]1CN(C)Cc1ccc(Oc2ccccc2)cc1 | -11

Single values from the results shown:
C[C@@H]1CN([C@H](C)CO)C(=O)c2cccc(NC(=O)CCCCCC(=O)Nc3ccccc3N)c2O[C@@H]1CN(C)C(=O)Nc1ccc(C(F)(F)F)cc1 in NSD2 inh → -8
C[C@@H]1CN([C@@H](C)CO)C(=O)c2cc(N(C)C)ccc2O[C@H]1CN(C)CC1CCCCC1 in NSD2 inh → -1

Further records:
SMILES | NSD2 inh
C[C@@H]1CCCCO[C@@H](CN(C)S(=O)(=O)c2ccc(F)cc2)[C@H](C)CN([C@@H](C)CO)C(=O)c2cc(NC(=O)CCCN(C)C)ccc2O1 | 10
Cc1ccc(S(=O)(=O)Nc2ccc3c(c2)C(=O)N([C@@H](C)CO)C[C@H](C)[C@@H](CN(C)C(=O)c2ccncc2)OCCCC[C@H](C)O3)cc1 | 0
C[C@@H]1CN([C@H](C)CO)S(=O)(=O)c2ccc(C3=CCCCC3)cc2O[C@H]1CN(C)C(=O)c1ccc(F)cc1 | 4
C[C@H]1CCCCO[C@@H](CN(C)C(=O)Nc2cccc3ccccc23)[C@@H](C)CN([C@@H](C)CO)C(=O)c2cc(NC(=O)Cc3ccccc3)ccc2O1 | 0
Cc1cc(C(=O)Nc2cccc3c2O[C@@H](CN(C)Cc2ccccc2)[C@@H](C)CN([C@H](C)CO)C3=O)n(C)n1 | -5
COc1ccc(NC(=O)N(C)C[C@@H]2Oc3c(NC(=O)CCCCCC(=O)Nc4ccccc4N)cccc3C(=O)N([C@H](C)CO)C[C@H]2C)cc1 | 4
CCCC#Cc1ccc2c(c1)O[C@@H](CN(C)Cc1ccncc1)[C@H](C)CN([C@H](C)CO)S2(=O)=O | 7
C[C@@H]1CCCCO[C@H](CN(C)CC2CCCCC2)[C@@H](C)CN([C@H](C)CO)C(=O)c2cc(NC(=O)c3ccccc3)ccc2O1 | 2
CC(C)(C)OC(=O)NC/C=N/NC(=O)CCCCCCC(=O)Nc1ccccc1O | 1
C[C@H]1CN([C@@H](C)CO)C(=O)c2cc(NC(=O)Cn3cnnn3)ccc2O[C@@H]1CN(C)C(=O)Nc1ccc2c(c1)OCO2 | 16
COc1ccc(S(=O)(=O)N(C)C[C@@H]2Oc3ccc(NC(=O)CCN4CCOCC4)cc3CC(=O)N([C@@H](C)CO)C[C@H]2C)cc1 | 7
C[C@@H]1CN([C@H](C)CO)C(=O)Cc2cc(NC(=O)C3CCCCC3)ccc2O[C@@H]1CN(C)Cc1ccc(C(=O)Nc2ccccc2N)cc1 | -13
C[C@H](CO)N1C[C@H](C)[C@H](CN(C)S(=O)(=O)c2ccccc2)Oc2ncc(C#CC(C)(C)O)cc2C1=O | 6
C[C@H]1CN([C@@H](C)CO)C(=O)Cc2cc(NC(=O)C3CCCCC3)ccc2O[C@@H]1CN(C)Cc1ccccc1 | -14
CCOC(=O)C1=CC[C@@H](c2ccccc2)[C@@H]1C(=O)c1ccc(OC)cc1 | 0
CCCN(C)C[C@H]1Oc2ncc(-c3ccccc3OC)cc2C(=O)N([C@@H](C)CO)C[C@@H]1C | 5
[N-]=[N+]=Nc1cccc(C(=O)N2CCN(c3ccccc3)CC2)c1 | -4
CC(C)NC(=O)N(C)C[C@H]1Oc2cc(-c3ccccc3F)ccc2S(=O)(=O)N([C@H](C)CO)C[C@@H]1C | -7
C[C@H](CO)N1C[C@H](C)[C@@H](CN(C)Cc2cccc(C(=O)O)c2)OCc2ccccc2-c2ccccc2C1=O | 4
C[C@@H]1CN([C@@H](C)CO)C(=O)c2cc(-c3cccc(F)c3)cnc2O[C@H]1CN(C)CC1CCCC1 | -3
C[C@@H](NC(=O)C[C@@H]1C[C@H]2c3cc(NC(=O)c4cccnc4)ccc3O[C@H]2[C@H](CO)O1)c1ccccc1 | -5
C[C@@H]1CCCCO[C@@H](CN(C)Cc2ccncc2)[C@@H](C)CN([C@@H](C)CO)C(=O)c2cc(NC(=O)c3ccccc3)ccc2O1 | 4
C[C@H]1CN([C@@H](C)CO)C(=O)CCCn2nncc2CO[C@H]1CN(C)C | 0
CN(C)c1ccc2c(c1)[C@@H]1C[C@@H](CC(=O)NC3CCCCC3)O[C@@H](CO)[C@@H]1O2 | 4
C[C@@H]1CCCCO[C@H](CN(C)S(=O)(=O)c2ccccc2)[C@@H](C)CN([C@H](C)CO)C(=O)c2cc(NC(=O)Nc3cccc4ccccc34)ccc2O1 | 3
CNC(=O)C1=C[C@@H](c2csc3ccccc23)C[C@@H](OCc2ccc(CO)cc2)O1 | 0
C[C@@H]1CN([C@H](C)CO)S(=O)(=O)c2ccc(-c3ccncc3)cc2O[C@@H]1CN(C)C(=O)c1ccc2c(c1)OCO2 | 10
O=C(C[C@H]1C=C[C@@H](NS(=O)(=O)c2ccc(F)cc2)[C@@H](CO)O1)NC1CCCCC1 | -1
Cc1ccc(-c2ccc3c(c2)O[C@H](CN(C)C(=O)Nc2ccccc2)[C@H](C)CN([C@H](C)CO)S3(=O)=O)cc1 | 3
Cc1ccc(S(=O)(=O)Nc2cccc3c2O[C@H](CN(C)S(=O)(=O)c2cccs2)[C@@H](C)CN([C@H](C)CO)C3=O)cc1 | 2
C[C@@H]1CN([C@H](C)CO)S(=O)(=O)c2ccc(C3=CCCC3)cc2O[C@H]1CN(C)Cc1ccncc1 | -9
Cc1ccc(/C=N/NC(=O)CCCCCCC(=O)Nc2ccccc2O)o1 | 1
CC(C)(C)NCC(O)COc1cccc2[nH]c(=O)[nH]c12 (stereo not drawn) | 1

Bioassay records deposited in PubChem by Broad Institute.
